# Screening results as filed in PubChem.
# PI4K2A inh = qHTS for small molecular inhibitors of PI4K2A; activity change, negative = inhibition, % at 76.9 µM; purified PI4K2A, ADP-Glo luminescence, 1 h; hits give low values; AID 1346378, 2018; 0.13% of 420,000 active; in the data active means activity change below about -50%; inconclusive means mostly about -30% to -49%;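 further: -100% = wells without enzyme as full effect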
#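 In this quantitative HTS, ADP production by PI4K2A was quantified luminescently after 1 h at ambient temperature; 100 microM adenosine served as plate-quality control.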
# POLH inh = qHTS for Inhibitors of Polymerase Eta; recombinant Pol eta, fluorescent DNA replication assay; Potency, µM (series often up to 114 µM), inactives show at the top dose activity change, negative = inhibition, actives largely listed as inhibitors; 1.2% of 390,000 active; further: potency means the concentration at half of the fitted maximal effect; on the % scale 0 is the no-effect control and ±100 the full control effect
#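 Pol eta (10 nM) was preincubated with compounds for 15 min at room temperature, after which fluorescent replication substrate (50 nM final) was added to start the reaction. Fluorescence was read kinetically at 0 and 10 min.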
# GLS inhibitor = qHTS for Inhibitors of Glutaminase (GLS). Glutaminase kidney isoform, mitochondrial (Homo sapiens), O94925. GLS enzymatic activity, qHTS titration. Potency, µM (doses to about 45.5 µM), inactives show top-dose activity change, negative = inhibition, most hits filed as inhibitors. 0.21% of 410,000 active; further: potency means the concentration at half of the fitted maximal effect; on the % scale 0 is the no-effect control and ±100 the full control effect
# Target sequence (O94925 whole entry, looked up, canonical isoform): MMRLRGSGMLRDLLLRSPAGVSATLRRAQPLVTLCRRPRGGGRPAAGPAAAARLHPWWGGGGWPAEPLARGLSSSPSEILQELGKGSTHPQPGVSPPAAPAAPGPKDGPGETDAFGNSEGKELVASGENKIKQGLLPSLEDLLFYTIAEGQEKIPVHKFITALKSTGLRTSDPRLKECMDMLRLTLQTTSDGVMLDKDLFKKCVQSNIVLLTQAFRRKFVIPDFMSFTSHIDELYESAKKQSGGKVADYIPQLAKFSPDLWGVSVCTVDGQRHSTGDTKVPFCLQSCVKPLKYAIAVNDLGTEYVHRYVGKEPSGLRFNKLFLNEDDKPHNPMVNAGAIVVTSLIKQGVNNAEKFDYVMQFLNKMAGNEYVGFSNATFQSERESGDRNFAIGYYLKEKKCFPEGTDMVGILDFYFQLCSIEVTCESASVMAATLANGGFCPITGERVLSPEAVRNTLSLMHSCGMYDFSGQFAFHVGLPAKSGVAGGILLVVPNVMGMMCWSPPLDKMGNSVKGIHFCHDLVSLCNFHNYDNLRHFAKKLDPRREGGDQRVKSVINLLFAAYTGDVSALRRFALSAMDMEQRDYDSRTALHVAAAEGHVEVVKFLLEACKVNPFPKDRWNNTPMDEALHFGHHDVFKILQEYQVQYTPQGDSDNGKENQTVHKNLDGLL
#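 hKGA; 45 mM KH2PO4 pH 8.2 + 0.02% Tween-20; cpd via pin tool; 1 mM Gln soln; GluOx/HRP/Amplex Red; RT 30 min; fluor. t0 & final.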
# HP1b chromo inh = HTS for Inhibitors of HP1-beta Chromodomain Interactions with Methylated Histone Tails; Chromobox protein homolog 1 (Homo sapiens), P83916; AlphaScreen HP1-beta / biotin-H3K9me3 peptide binding; Potency, µM (titrated, usually from 114 µM), for the others: top-dose activity change, negative = inhibition, hits mostly inhibitors; 0.56% of 390,000 active; further: potency means the concentration at half of the fitted maximal effect; nearly all actives have a fitted effect of over 70% in size; inactives centre near 23
# Target sequence (P83916 whole entry, looked up): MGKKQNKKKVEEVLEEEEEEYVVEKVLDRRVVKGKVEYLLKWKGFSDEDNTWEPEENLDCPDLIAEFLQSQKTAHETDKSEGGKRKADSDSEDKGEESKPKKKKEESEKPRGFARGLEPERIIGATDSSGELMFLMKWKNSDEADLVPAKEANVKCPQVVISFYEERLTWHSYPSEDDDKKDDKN
#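 HP1-beta protein (50 nM final) preincubated 30 min at room temperature with biotinylated H3(1-18)K9me3 peptide (50 nM) in PBS pH 7.4, 0.01% Tween-20, then compound added for 30 min. AlphaScreen streptavidin donor/nickel chelate acceptor beads (10 ug/mL final), 30 min dark, luminescence read.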
# Tb PGK inh = qHTS Assay to Find Inhibitors of Phosphoglycerate Kinase; 0.043% of 380,000 active; Potency, µM (highest dose often 57.5 µM), for inactives: at the highest dose activity change, negative = inhibition, usual class: inhibitors; AID 602233, 2012; PGK/GAPDH coupled, Kinase-Glo luminescence, 60 min; Phosphoglycerate kinase, glycosomal (Trypanosoma brucei brucei), P07378; further: potency means the concentration at half of the fitted maximal effect; on the % scale 0 is the no-effect control and ±100 the full control effect; nearly all actives have a fitted effect of over 60% in size
#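 Luminescent ATP detection (Kinase-Glo Plus) follows a 60-minute room-temperature incubation, with wells lacking PGK as controls. Buffer: 100 mM TEA (pH 7.6), 5 mM MgCl2, 0.01% Tween-20. Coupling enzyme GAPDH (100 nM final) supplies unstable 1,3-BPG in-well.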
# G9a block = qHTS Assay for Inhibitors of Histone Lysine Methyltransferase G9a | Histone-lysine N-methyltransferase EHMT2 (Homo sapiens), Q96KQ7 | G9a H3K9 monomethylation, AlphaScreen, 2 h | Potency, µM (titrated, usually from 102 µM), for inactives: top-dose activity, negative = inhibition, most hits filed as inhibitors | 8.8% of 350,000 active; further: potency means the concentration at half of the fitted maximal effect; on the % scale 0 is the no-effect control and ±100 the full control effect; nearly all actives have a fitted effect of over 75% in size
#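 Compounds were preincubated with 20 nM G9a for 15 min, after which biotinylated H3K9 peptide (500 nM) and SAM (20 uM) started a 2 h room-temperature reaction. Monomethylated product was quantified by antibody-based AlphaScreen chemiluminescence.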
# BAZ2B block = qHTS Assay for Inhibitors of BAZ2B | Bromodomain adjacent to zinc finger domain protein 2B (Homo sapiens), Q9UIF8 | AlphaScreen BAZ2B-H3K14Ac peptide displacement | Potency, µM (top dose mostly 114 µM), without a hit: at the highest dose activity change, negative = inhibition, usual class: inhibitors | 4.4% of 360,000 active | AID 504333, 2011; further: potency means the concentration at half of the fitted maximal effect; on the % scale 0 is the no-effect control and ±100 the full control effect; nearly all actives have a fitted effect of over 60% in size
#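 AlphaScreen luminescence quantifies BAZ2B engagement of H3K14Ac peptide; the protein and biotinylated peptide are both at 50 nM final, buffer PBS pH 7.4 with 0.01% Tween-20, all steps at room temperature.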
# Pin1 inh = qHTS Assay to Find Inhibitors of Pin1. Pin1 FP peptide displacement, HiFluor488, 10 min. Peptidyl-prolyl cis-trans isomerase NIMA-interacting 1 (Homo sapiens), Q13526. Potency, µM (highest dose often 115 µM), without a hit: top-dose activity, negative = inhibition, hits mostly inhibitors. 0.009% of 390,000 active; active means well fitted inhibition curve with a large enough effect in the polarisation, with a control signal flat, not every such curve was filed as active; inconclusive means small, poorly fitted or top-dose-only effect, or effect the other way, or a change in a side signal; inactive means no such curve, though single readings can be large or run the other way; the % refers to the polarisation; further: potency means the concentration at half of the fitted maximal effect; on the % scale 0 is the no-effect control and ±100 the full control effect
# Target sequence (Q13526 whole entry, looked up): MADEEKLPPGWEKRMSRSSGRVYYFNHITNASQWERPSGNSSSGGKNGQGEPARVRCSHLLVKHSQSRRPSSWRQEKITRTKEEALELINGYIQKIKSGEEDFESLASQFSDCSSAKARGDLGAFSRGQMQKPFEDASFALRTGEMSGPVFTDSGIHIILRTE
# JMJD2A Tudor = qHTS Assay for Inhibitors of JMJD2A-Tudor Domain; Lysine-specific demethylase 4A (Homo sapiens), O75164; AlphaScreen JMJD2A-Tudor / H3K4me3 peptide binding; Potency, µM (top dose mostly 114 µM), for the others: top-dose activity change, negative = inhibition, most hits filed as inhibitors; 4.4% of 390,000 active; AID 504339, 2011; further: potency means the concentration at half of the fitted maximal effect; on the % scale 0 is the no-effect control and ±100 the full control effect; nearly all actives have a fitted effect of over 50% in size
# * hit, by the source's call; i = inactive; ? = inconclusive; . = no result given; & = joins results of further samples; [ ] = another dose, or the depositor's remark. Unless noted, the call rests on the fitted dose curve; in most records, active means well fitted curve in the direction sought with a large enough effect; inconclusive means small, poorly fitted or top-dose-only effect, or another doubt; inactive means no such curve, though single readings can be large; an effect the other way counts as inactive or inconclusive. Not all compounds are listed; the hit share may differ from the screen's.
SMILES,PI4K2A inh,POLH inh,GLS inhibitor,HP1b chromo inh,Tb PGK inh,G9a block,BAZ2B block,Pin1 inh,JMJD2A Tudor
CC(=O)c1ccccc1OC(=O)CCN1C(=O)c2ccccc2C1=O,1,3%,5%,36%,1%,-12%,-12%,4%,-10%
CCC(CO)Oc1cc(NC(=O)c2ccc(N)cc2)c2ncn(C(C)C)c2c1 (stereo not given),-8,89µM*,?,26%,-9%,.,.,?,-25%
CCC(C)NCCOCCOc1ccccc1-c1ccccc1 (stereo not given),-3,-8%,-8%,?,-9%,13µM*,50µM*,0%,3.5µM*
O=C(Nc1cccc(O)c1)C1CC(c2c(F)cccc2Cl)=NO1 (stereo not given),2,-12%,-5%,58%[activator],-4%,5%[0.501 µM],8%,5%,6%
Cc1ccc2c(c1)N(C(=O)CCC(=O)N1CCOCC1)CC(C)O2 (stereo not given),2,-14%,-11%,43%[activator],-6%,13%,8%,-7%,-7%
Cc1ccc(S(=O)(=O)NCCc2ccncc2)cc1[N+](=O)[O-],-3,-16%,-2%,17%,0%,12%,2%,0%,-3%
CCCNC(=O)C(Cc1ccccc1)NS(=O)(=O)c1cccc2nsnc12 (stereo not given),0,-4%,7%,3%,-6%,91%[activator][59 µM],-3%,0%,-6%
Cc1ccccc1-c1nc(CS(=O)(=O)CC(=O)NC(C)c2ccccc2)c(C)o1 (stereo not given),6&2,-11%&-9%,5%&-3%,18%&47%,-2%&-4%,-7%[59 µM],-21%&-18%,4%&1%,-31%&-14%
CCN(CC(=O)Nc1ccc(NC(C)=O)cc1)C(=O)/C=C/c1ccco1,5,-18%,-20%,9%,i,50µM*,-22%,-4%,-7%
Cc1cccc(C)c1NC(=O)Cn1c(=O)n(Cc2ccc3c(c2)OCO3)c(=O)c2oc3ccccc3c21,-7,11%,0%,48%[activator],i,-5%[59 µM],-1%,-3%,-1%
CCOC(=O)c1ccc(NC(=O)CSc2nc(N)c(NC(=O)c3ccc(Br)o3)c(=O)[nH]2)cc1,-20,?,7%,4%,0%,?,-32%,86%[activator],-20%
CCN(C(=O)/C=C/c1ccc(OC)cc1)C1CCCCC1,1,-9%,4%,15%,-7%,23%,2%,1%,-9%
CC(=O)Nc1cccc(NC(=O)CS(=O)(=O)c2cn(CC(=O)N(C(C)C)C(C)C)c3ccccc23)c1,-1,-15%,7%,26%,-3%,.,-3%,2%,-3%
CCOC(=O)C1=C(N)n2c(s/c(=C\c3cccnc3)c2=O)=C(C#N)C1c1cccnc1 (stereo not given),2,26%,0%,53%[activator],-7%,.,.,-5%,-20%[11.4 µM]
CCOC(=O)c1c(-c2ccc(C)cc2)csc1NC(=O)CCSc1nnc2ccccn12,2,-27%,4%,109%[activator],3%,-15%[59 µM],12%,0%,20%
CC(C)(CO)NCc1ccccc1OCC(=O)Nc1ccccc1,2,12%,13%,3%,i,-1%[12.7 µM],-1%,-1%,-14%
CCCN(C(=O)c1cn(CC(C)C)c(=O)c2cc(OC)c(OC)cc12)c1cccc(C)c1,-4,-1%,-3%,23%,i,-34%[59 µM],-12%,1%,-23%
CCCC(=O)Nc1ccc(C(=O)NNC(=S)NC(=O)c2ccc(Br)o2)cc1,-3,-3%,?,?,i,40µM*,5%,-4%,-4%[11.4 µM]
Nc1nc(C23CC4CC(CC(C4)C2)C3)cs1,-3,-16%,0%,4%,2%,-22%[59 µM],?,-2%,?
CC(C)CCNc1nc(N)c([N+](=O)[O-])c(N2CCCCCC2)n1,-3,-19%,-1%,1%,.,-12%,-37%,7%,-21%

# Arranged by molecular weight (descending): part of the list above
SMILES,PI4K2A inh,POLH inh,GLS inhibitor,HP1b chromo inh,Tb PGK inh,G9a block,BAZ2B block,Pin1 inh,JMJD2A Tudor
CC(=O)Nc1cccc(NC(=O)CS(=O)(=O)c2cn(CC(=O)N(C(C)C)C(C)C)c3ccccc23)c1,-1,-15%,7%,26%,-3%,.,-3%,2%,-3%
CC(C)(CO)NCc1ccccc1OCC(=O)Nc1ccccc1,2,12%,13%,3%,i,-1%[12.7 µM],-1%,-1%,-14%
CCN(C(=O)/C=C/c1ccc(OC)cc1)C1CCCCC1,1,-9%,4%,15%,-7%,23%,2%,1%,-9%

# Carrying on:
SMILES,PI4K2A inh,POLH inh,GLS inhibitor,HP1b chromo inh,Tb PGK inh,G9a block,BAZ2B block,Pin1 inh,JMJD2A Tudor
CCN(CC(=O)Nc1ccccc1OC)C(=O)CC1CC2CCC1C2 (stereo not given),0,-2%,5%,43%,6%,-48%[59 µM],6%,1%,-2%
Cn1ncc(C#N)c1/N=C/N1CCCC1,3,-6%,-1%,22%,-5%,23%[12.7 µM],-6%,-7%,-15%
O=C(c1ccco1)N1CCCC(c2nc3c(nnn3Cc3c(Cl)cccc3Cl)c(=O)[nH]2)C1 (stereo not given),-1,-16%,-18%,39%[activator],i,4%,-20%,4%,-18%
COc1ccc(-c2c(NC(=O)c3ccco3)n(-c3ccc(C)cc3)nc(C)c2=O)cc1,-1,1%,1%,31%,-10%,-3%[59 µM],-1%,-7%,0%
CCN(CC)C(=O)CSc1nc2ccccc2c(=O)n1OC,9,-10%,1%,22%,2%,-20%[59 µM],.,-4%,-7%
CC1(C)CC(=O)N(c2cc(Cl)ccc2Cl)C(=O)C1,4,-5%,-11%,21%,i,10%,4%,-14%,-15%
O=C(CSc1nnc(Nc2ccccc2)s1)NN1C(=O)NC2(CCCCC2)C1=O,3,-14%,8%,35%,i,-10%[59 µM],3%,-5%,-7%
COc1ccc(F)cc1S(=O)(=O)N1CCC2(CC1)OCCN2S(=O)(=O)c1ccccc1,4,-19%,-4%,25%,-11%,?,11%,8%,-8%
CSc1ccccc1NC(=O)CSCc1nc2sc(C)c(C)c2c(=O)[nH]1,-1,-8%,1%,6%,-1%,?,7%,?,-15%
CCc1c(O)nc(SCC(=O)Nc2nc3ccccc3s2)n(-c2ccc(C)cc2)c1=O,-23,1%,6%,11%,-3%,?,-25%,8%,-28%
COc1ccc(NC(=O)CSc2ccc(-c3cccs3)nn2)c(OC)c1,6,11%,1%,14%,-6%,24%,10%,-3%,-6%
COc1cccc(OC)c1C(=O)NC(=S)Nc1ccc2c(c1)Cc1ccccc1-2,-1,-11%,26%,7%,-4%,?,-1%,0%,-13%
CCCCOc1ccc(/C=N/NC(=S)Nc2cc(C)ccc2C)cc1,-1,-1%,.,34%,-3%,42%[59 µM],7%,?,-7%
O=C(CCCN1C(=O)/C(=C/c2cccs2)SC1=S)Nc1ccccc1O,2,-15%,1%,35%,-2%,14%,-12%,18%,-11%
CC(=O)c1cccc(NC(=O)C(C)OC(=O)Cc2n[nH]c(=O)c3ccccc23)c1 (stereo not given),9,-18%,0%,11%,-5%,30%,-10%,11%,-7%
C[C@@H]1CN([C@H](C)CO)C(=O)c2cccc(NS(=O)(=O)c3ccccc3)c2O[C@H]1CN(C)C,-1,-4%,3%,37%,10%,.,.,-5%,-7%
Nc1ccc(/C=C/C(=O)c2ccco2)cc1,6,-5%,14%,37%,-8%,0%[59 µM],2%,?,-10%
COc1cc2nc(CN(C)Cc3nc4ccccc4c(=O)[nH]3)[nH]c(=O)c2cc1OC,-4,-10%,1%,37%,5%,36%[12.7 µM],70%[activator],16%,-2%
COc1ccc(CC2(CO)CCN(Cc3cnn(-c4ccccc4OC)c3)CC2)cc1,-4,-7%,-7%,21%,i,12%,2%,0%,-28%
Cc1cc(C)c(C)c(S(=O)(=O)N2CCC(C(=O)Nc3ccc(S(=O)(=O)N4CCOCC4)cc3)CC2)c1C,2,-19%,5%,4%,2%,.,-10%,33%[activator],-25%
COC(=O)c1cc(NC(=O)CN(c2ccc(OC)cc2)S(=O)(=O)c2ccc(F)cc2)ccc1Cl,1,-22%,0%,33%[activator],-1%,24%[59 µM],-2%,2%,-7%
CC1Cc2ccccc2N1C(=O)c1cnc2sccn2c1=O (stereo not given),0,-4%,-3%,31%,8%,16%[59 µM],15%,5%,-8%
Cc1ccc(S(=O)(=O)N(C)C)cc1NC(=O)COC(=O)CCC1CCCC1,2,-8%,0%,26%,-5%,14%[12.7 µM],12%,0%,-4%
Fc1ccccc1-c1nnc2c3ccccc3nc(N3CCOCC3)n12,4,-14%,0%,22%,1%,.,-1%,?,25%
COc1ccc(Br)cc1/C=N/NC(=O)c1ccc(OC)c(OC)c1,6,1%,-5%,9%,-4%,-8%,-20%,2%,-27%
CC(=O)Nc1cc(C(=O)NCc2ccccc2)ccc1Sc1ccc(C)cc1,-1,-15%,-9%,-19%,-3%,11%[59 µM],-11%,-8%,-28%
CCCC(=O)NC(NC(=S)Nc1c(C)n(C)n(-c2ccccc2)c1=O)C(Cl)(Cl)Cl (stereo not given),10,-5%,5%,42%[activator],i,-7%[59 µM],-3%,-6%,-8%
Cc1ccc(C)c(S(=O)(=O)Nc2ccc(O)c3ccccc23)c1,-26,-12%,14%,16µM*,-4%,28µM*,50µM*,0%,50µM*
O=c1oc2ccccc2c(N2CCC(c3ccccc3)CC2)c1[N+](=O)[O-],4,-22%,8%,0%,-3%,?,-2%,3%,-28%
